Tb PFK block: T. brucei PFK enzyme inhibition; T. brucei PFK, ADP-Glo luminescence; Potency, µM (top dose mostly 57.5 µM), for inactives: at the top dose activity, negative = inhibition, most hits filed as inhibitors; 0.17% of 330,000 active; AID 485367;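 note: potency is the fitted concentration of half-maximal effect; 0% = uninhibited 1x PFK enzyme wells and -100% = no-enzyme wells; nearly all actives have a fitted effect of over 60% in size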
Target sequence (O15648 whole entry, looked up): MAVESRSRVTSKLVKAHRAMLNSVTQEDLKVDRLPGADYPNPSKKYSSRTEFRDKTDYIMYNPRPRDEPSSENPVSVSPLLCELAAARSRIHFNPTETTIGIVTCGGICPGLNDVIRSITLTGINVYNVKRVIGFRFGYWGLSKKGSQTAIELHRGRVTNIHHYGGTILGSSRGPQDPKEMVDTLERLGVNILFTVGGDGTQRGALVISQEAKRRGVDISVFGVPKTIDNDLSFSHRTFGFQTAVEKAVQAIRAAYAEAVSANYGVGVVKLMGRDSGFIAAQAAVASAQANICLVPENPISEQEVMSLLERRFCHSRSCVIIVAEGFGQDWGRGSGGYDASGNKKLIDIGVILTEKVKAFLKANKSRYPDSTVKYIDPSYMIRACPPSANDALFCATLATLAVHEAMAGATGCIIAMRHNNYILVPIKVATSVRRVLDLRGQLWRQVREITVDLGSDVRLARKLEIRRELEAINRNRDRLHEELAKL
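Compounds were pin-transferred as a titration series up to 57 uM into substrate buffer (0.5 mM F6P, 0.1 mM ATP, pH 8.0), then 1.25 nM PFK was added and reactions ran 45 min before ADP-Glo detection.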
TRPV1 ag: activates the human vanilloid receptor TRPV1. TRPV1-expressing cells, Fluo-8 calcium influx, agonist mode. Q8NER1. AID 540275. activation, % at 8.33 µM. 0.19% of 320,000 active; in the data active = activation above about 80%; inconclusive = between about 30% and that limit; note: 0% is about no effect
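Cells expressing TRPV1 were dye-loaded with Fluo-8 and read kinetically: 10 s baseline, 3 min after compound (agonist portion), then 2 min after EC20 capsaicin (allosteric enhancer portion). Calcium-bound dye fluorescence at 480/520 nm.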
ELG1 genotoxic: induces genotoxicity in HEK293T cells with luciferase-tagged ELG1; HEK293T ELG1-luciferase reporter, luminescence, 16 h; Potency, µM (highest dose often 46 µM), for inactives: at the top dose activity change, positive = activation, usual class: activators; 1.3% of 330,000 active; AID 504466; note: potency is the fitted concentration of half-maximal effect; % of control where 0% means no effect; nearly all actives have a fitted effect of over 60% in size
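ELG1-luciferase HEK293T cells, 2,000/well; compound pinned in; 16 hr, 37 °C, 5% CO2; ONE-Glo, 30 min RT; luminescence on CCD imager.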
RORg inh: blocks mouse ROR gamma transcriptional activity; P51450; Drosophila S2 Gal4-RORgamma UAS-luciferase reporter, 20 h; Potency, µM (series often up to 53.6 µM), without a hit: at the top dose activity change, negative = inhibition, actives largely listed as inhibitors; 5.4% of 310,000 active; AID 2551; note: potency is the fitted concentration of half-maximal effect; % is set by controls: 0 for no effect and ±100 for the full control effect; nearly all actives have a fitted effect of over 60% in size
Target sequence (P51450 whole entry, looked up, the tested form may be a part): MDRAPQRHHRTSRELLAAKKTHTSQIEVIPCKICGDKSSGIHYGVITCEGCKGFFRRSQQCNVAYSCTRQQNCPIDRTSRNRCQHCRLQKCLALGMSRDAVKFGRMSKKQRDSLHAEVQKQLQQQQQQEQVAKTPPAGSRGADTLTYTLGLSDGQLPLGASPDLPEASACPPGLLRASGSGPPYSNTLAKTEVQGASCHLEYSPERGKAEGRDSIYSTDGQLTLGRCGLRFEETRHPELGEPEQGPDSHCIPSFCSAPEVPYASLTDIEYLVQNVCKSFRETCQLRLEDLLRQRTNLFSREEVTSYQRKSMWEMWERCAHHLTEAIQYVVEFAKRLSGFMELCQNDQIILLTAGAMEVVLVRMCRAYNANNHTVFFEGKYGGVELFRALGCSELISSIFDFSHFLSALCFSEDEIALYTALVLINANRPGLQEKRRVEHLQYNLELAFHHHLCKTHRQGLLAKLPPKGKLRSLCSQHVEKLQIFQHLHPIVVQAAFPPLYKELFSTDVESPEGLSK
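Using a luciferase readout, inhibitors were identified by reduced reporter activity in Drosophila cells coexpressing a copper-inducible Gal4–ROR gamma fusion and UAS-driven Photinus luciferase, incubated 20 hr after 700 uM copper sulfate.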
ELG1 repair inh: inhibitors of ELG1-dependent DNA repair in HEK293T cells. HEK293T ELG1-luciferase reporter, luminescence, 16 h; DNA damage induced by 5-fluorouridine. Potency, µM (doses to about 46.1 µM), inactives show at the highest dose activity change, negative = inhibition, actives largely listed as inhibitors. 2.3% of 330,000 active; note: potency is the fitted concentration of half-maximal effect; % is set by controls: 0 for no effect and ±100 for the full control effect; nearly all actives have a fitted effect of over 55% in size
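Luminescence from the luciferase reporter, measured 30 min after ONE-Glo reagent at room temperature, was the read-out. Beforehand, 2,000 cells per well were exposed for 16 hr at 37 °C to 5-fluorouridine together with compound or vehicle.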
Rab9 prom act: activates the Rab9 promoter; 2.8% of 320,000 active; Huh7 Rab9 promoter-luciferase reporter, luminescence, 24 h; Potency, µM (series often up to 9.22 µM), without a hit: at the top dose activation, negative = inhibition, most hits filed as activators; AID 485297; note: potency is the fitted concentration of half-maximal effect; % of control where 0% means no effect; nearly all actives have a fitted effect of over 60% in size
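Cell-based reporter: Huh7 stable for Rab9 promoter-driven luciferase, plated in reduced-serum medium with 10% FBS at 1500 cells/well, compound-treated 24 h at 37 °C, luminescence read after 10 min reagent.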
FLuc counter: inhibits or activates purified firefly luciferase, miR-21 counter-screen. P08659. purified FLuc, Km substrates, luminescence inhibition. Potency, µM (titrated, usually from 57.5 µM), for inactives: at the highest dose activity change, negative = inhibition, hits mostly inhibitors. 6.9% of 360,000 active. AID 588342;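 note: potency is the fitted concentration of half-maximal effect; plate controls were vehicle for no effect and reference inhibitor for full effect; nearly all actives have a fitted effect of over 55% in size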
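Purified P. pyralis luciferase, 10 nM final, with Km-level 10 uM D-luciferin and 10 uM ATP in 50 mM Tris acetate pH 7.5, 10 mM Mg acetate, 0.01% Tween-20, 0.05% BSA; 6-point qHTS titration about 60 µM downward; luminescence read.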
VP16 counter: counter-screen for ROR gamma inhibitors: Gal4-VP16 reporter | Drosophila S2 Gal4-VP16 UAS-luciferase, luminescence, 20 h | 3.5% of 310,000 active | Potency, µM (highest dose often 53.6 µM), for the others: top-dose activity, negative = inhibition, hits mostly inhibitors;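 note: Gal4-VP16 expression switched on by copper sulfate through the metallothionein promoter; potency is the fitted concentration of half-maximal effect; % is set by controls: 0 for no effect and ±100 for the full control effect; nearly all actives have a fitted effect of over 50% in size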
p53 reactivator: re-activators of mutant p53; H1299 p53-A138V BP100-luciferase reporter, luminescence, 24 h; Potency, µM (titrated, usually from 92.2 µM), for the others: at the top dose activity change, positive = activation, hits mostly activators; 0.063% of 320,000 active; note: potency is the fitted concentration of half-maximal effect; % of control where 0% means no effect; nearly all actives have a fitted effect of over 45% in size
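H1299 (p53-null), stable ts p53-A138V + BP100-Luc; 1000 cells/well, Opti-MEM/10% FBS; cpd 4 pt, 1:5; 24 h, 37 deg C, 5% CO2; detection reagent 10 min RT; luminescence.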
BRCA1 expr up: increases BRCA1 expression | Potency, µM (top dose mostly 46.1 µM), for the others: top-dose activation, most hits filed as activators | MCF7-BRCA1-FFLuc reporter, luminescence, 48 h; response scale: scaled: vehicle 0%, 10 µM genistein 100% | 1.1% of 380,000 active; note: potency is the fitted concentration of half-maximal effect; nearly all actives have a fitted effect of over 80% in size; some results filed as inactive show a strong effect at the top dose
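Luminescence from a BRCA1-driven firefly luciferase in MCF7 cells was the read-out, taken 15 min after substrate addition following 48 h compound exposure at 37 °C. Data were normalized to a 10 microM genistein control and DMSO vehicle.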
NPC1 prom act: activates the NPC1 promoter; Huh7 NPC1 promoter luciferase reporter, 24 h; Potency, µM (doses to about 9.22 µM), for the others: at the highest dose activation, actives largely listed as activators; 2.4% of 320,000 active; AID 485313;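 note: potency is the fitted concentration of half-maximal effect; % of control where 0% means no effect; nearly all actives have a fitted effect of over 60% in size; reporter is driven by a mutant NPC1 promoter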
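Stably transfected Huh7 (NPC1 promoter→luciferase), 1500 cells/well in Opti-MEM + 10% FBS, 2 h settle, then compound 24 h at 37 °C. Luminescence after 10 min with Amplite reagent.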
* hit, by the source's call; ? = inconclusive; · = not tested or not shown; [ ] = another dose, or the depositor's remark. Unless noted, calls come from the whole dose curve; as a rule, active = well fitted curve in the direction sought with a large enough effect; inconclusive = small, poorly fitted or top-dose-only effect, or another doubt; inactive = no such curve, though single readings can be large; an effect the other way counts as inactive or inconclusive.

SMILES	Tb PFK block	TRPV1 ag	ELG1 genotoxic	RORg inh	ELG1 repair inh	Rab9 prom act	FLuc counter	VP16 counter	p53 reactivator	BRCA1 expr up	NPC1 prom act
Cn1ccnc1SCC(=O)Nc1cccc2ccccc12	0.7%	-2.5	4.9%	-1.0%	?	29.4%	?	7.0%	4.9%	23.0%	16.0%
Fc1ccc(CNC(=S)NCc2ccc(F)cc2)cc1	0.0%	?	-4.9%	11.2µM*	-17.2%	-3.2%	1.0%	?	-4.0%	16.2%	-2.3%
CCN(c1ccc(NC(=O)COC(=O)c2cc3ccccc3oc2=O)cc1)C(C)C	-3.1%	5.0	-1.0%	14.6%	-8.6%	-2.4%	?	1.2%	2.0%	3.7%	-11.5%
O=C1CSCC(=O)N1Cc1ccc(Cl)c(Cl)c1	-7.5%	?	0.8%	0.5%	23.5%	-1.9%[1.84 µM]	-0.4%	6.7%	-3.4%	-1.4%	-4.1%
CCc1nc(SCc2ccccc2C#N)n[nH]1	0.7%	3.6	3.6%	-24.5%	4.3%	-2.1%	-6.4%	22.2%	-18.7%	1.8%	1.0%
Cc1ccc2c(c1)N(CC(=O)N(Cc1ccc3c(c1)OCO3)CC1CCCO1)C(=O)C(C)O2 (stereo not given)	1.4%	?	-5.3%	25.7%	?	-9.5%	7.4%	2.9%	1.1%	-31.1%	-6.3%
N#Cc1cc2c(cc1NC(=O)CCn1cnnn1)OCO2	1.5%	1.4	1.9%[9.26 µM]	1.5%	?	10.2%	1.4%	-8.1%	-1.7%	1.8%	0.0%
CSc1ccccc1OCc1cc(C(=O)N(C)Cc2ccc3nsnc3c2)no1	-0.7%	20.6	3.26µM*	-28.0%	?	0.708µM*	?	-17.2%	-13.8%	?	0.631µM*
CCc1c(C)sc(NC(=O)c2ccco2)c1C(=O)N1CCCCC1	0.2%	10.5	-4.7%	19.4%	-3.2%	-2.8%	8.3%	0.6%	-5.0%	6.2%	-4.4%
COc1ccccc1CNC(=O)OCc1nccnc1C(=O)Nc1ccc(Br)cn1	-7.3%	-4.8	14.3%	17.7%	?	15.9%	-3.7%	4.9%	4.4%	10.1%	10.0%
COc1ccc(OC)c(NC(=O)C(=O)NNC(=O)COc2ccc(Br)cc2C)c1	·	-0.2	-1.9%	-42.3%	-0.5%	-4.0%	-12.9%	-8.2%	-2.2%	-9.4%	0.0%
O=C(NCc1n[nH]c(=S)n1-c1cccc(C(F)(F)F)c1)c1ccc(S(=O)(=O)N2CCCC2)cc1	-0.2%	-5.1	0.5%	-29.6%	8.4%	2.3%	-9.1%	1.9%	2.7%	-4.2%	-5.4%
O=C(Nc1ccnn1C1CCN(CCCc2ccccc2)CC1)c1ccccc1Cl	-6.4%	7.4	-4.5%	-1.0%	-2.5%	16.7%	4.2%	2.1%	12.7%	-0.8%	1.4%
CCC(C)Nc1c2c(nc3c(-c4ccccc4)c(C)nn13)CCC2 (stereo not given)	0.2%	12.7	-8.8%	10µM*	-29.7%	-0.4%	4.6%	-12.1%	-3.6%	-55.0%	1.6%
Cc1ccc(NC(=O)COC(=O)c2ccc3c(c2)NC(=O)C2CCCN32)cc1 (stereo not given)	-22.5%	-1.7	1.6%	14.8%	-11.9%	1.1%	-0.2%	5.2%	-0.2%	-31.6%	0.1%
CC(C)n1nnnc1SCC(=O)N1CCOCC1	0.5%	-1.0	0.5%	-4.0%	-12.0%	-6.9%	2.3%	-0.6%	7.6%	-9.5%	-1.8%
O=C1N=C2N(CCN3CCCCC3)c3ccccc3N2/C1=C\c1ccc([N+](=O)[O-])o1	-0.2%	1.6	?	-18.0%	13.3%	-43.0%[inhibitor]	-1.8%	-7.1%	3.6%	·	-38.0%[inhibitor]
COC(=O)c1onc(-c2c(C)cc(C)cc2C)c1C(=O)OC	-0.8%	0.4	4.2%	-8.4%	18.8%	-3.9%	0.2%	-0.1%	-2.9%	2.6%	-6.5%
C[C@@H](O)C1NC(=O)[C@H](CCCCN)NC(=O)c2cc([N+](=O)[O-])cc(I)c2NCCC[C@@H](C(N)=O)NC1=O (stereo not given in full)	-6.5%	-2.8	3.4%	-5.0%	-2.0%	-5.2%	1.5%	-0.4%	1.5%	38.5%	-4.7%
Cc1ccc(C(=O)Nc2ccc3ccccc3n2)cc1	-6.3%	?	?	?	?	0.631µM*	1.69µM*	?	?	?	3.16µM*

Two entries drawn at random from those above, as already listed:
SMILES	Tb PFK block	TRPV1 ag	ELG1 genotoxic	RORg inh	ELG1 repair inh	Rab9 prom act	FLuc counter	VP16 counter	p53 reactivator	BRCA1 expr up	NPC1 prom act
CC(C)n1nnnc1SCC(=O)N1CCOCC1	0.5%	-1.0	0.5%	-4.0%	-12.0%	-6.9%	2.3%	-0.6%	7.6%	-9.5%	-1.8%
N#Cc1cc2c(cc1NC(=O)CCn1cnnn1)OCO2	1.5%	1.4	1.9%[9.26 µM]	1.5%	?	10.2%	1.4%	-8.1%	-1.7%	1.8%	0.0%

Carrying on:
SMILES	Tb PFK block	TRPV1 ag	ELG1 genotoxic	RORg inh	ELG1 repair inh	Rab9 prom act	FLuc counter	VP16 counter	p53 reactivator	BRCA1 expr up	NPC1 prom act
CCN(C[C@H]1N[C@@](Cc2ccccc2)(C(=O)OC)[C@H]2C(=O)N(Cc3ccccc3)C(=O)[C@@H]12)C(=O)c1ccc(C)cc1	5.7%	·	-3.2%	·	0.1%	·	·	·	-0.6%	-7.2%	·
CC(=O)Nc1ccc(S(=O)(=O)N(C)CC(=O)NC2CCCC(C)C2C)cc1 (stereo not given)	5.0%	-2.2	1.1%	·	-10.4%	1.1%	10.5%	·	0.2%	2.2%	0.6%
O=C(COC(=O)c1ccccc1)Nc1cc(Cl)ccc1Oc1ccccc1	0.0%	15.4	0.9%	34.5%	10.3%	-4.3%	-5.0%	-8.8%	-4.4%	-9.5%	-5.6%
COc1ccccc1CNC(=O)C(NC(=O)c1ccccc1C)C(C)C (stereo not given)	-2.3%	9.3	-2.5%	-26.6%	-4.4%	-0.5%	-0.8%	4.9%	0.5%	-8.2%	-3.1%
CC(C)(C)OC(=O)CNC(=O)c1[nH]cnc1C(=O)N[C@@H](Cc1ccccc1)C(=O)OCc1ccccc1	-3.7%	?	0.8%	20.0%	-12.1%	2.8%	-0.9%	?	-6.6%	-7.5%	3.4%
CCOC(=O)C1=C(C)NC2=C(C(=O)C(C(=O)OCC)C(c3cccc(OC)c3)C2)C1c1ccccn1 (stereo not given)	5.2%[0.46 µM]	-1.1	1.6%	?	10.7%	-0.9%	1.5%	1.1%	-5.3%	-31.8%	-1.0%
CCOC(=O)c1ccc(NC(=S)N2CCCC(C(=O)N3CCCC3)C2)cc1 (stereo not given)	-2.7%	-1.3	6.2%	-24.3%	21.4%	1.3%	2.3%	1.5%	-20.2%	-22.7%	2.0%
COC(CNC(=O)c1cccc2c1C(=O)N(Cc1cccnc1)C2)OC	-3.8%	1.9	0.0%	-2.4%	?	-5.5%	0.1%	-9.4%	0.9%	-0.5%	-3.8%
CC(=O)Nc1ccc2nc(SCC(=O)NCCOc3ccccc3)sc2c1	-0.2%	5.3	-9.0%	?	-23.9%	-0.2%	-1.2%	22.5%	1.6%	-14.7%	-3.1%
C=CCOc1ccccc1CN1CCC(Oc2ccc(C(=O)N3CCCCC3)cc2)CC1	2.5%	6.0	-2.9%	?	-1.5%	0.7%	2.0%	-3.9%	-1.6%	-45.9%	11.2%
COc1ccc(-c2csc(NC(=O)c3c(C)noc3C)n2)cc1F	-7.2%	-3.7	-6.6%	·	?	0.8%	?	·	3.5%	-16.3%	0.1%
O=c1ccc2ccc(Oc3ccc([N+](=O)[O-])cc3Cl)cc2o1	-2.1%	3.5	2.7%	25.3%	-13.1%	-11.3%	4.0%	-5.1%	2.5%	8.9%	-3.5%
O=C(Nc1ccccc1Oc1ccccc1)c1cnccn1	-5.3%	25.9	16.4%	-14.9%	13.0%	-0.8%	3.2%	-5.5%	4.9%	0.0%	-3.4%
Cn1nc(C(F)(F)F)c(C#N)c1N1CCN(c2ccccc2F)CC1	·	-1.0	·	36.7%	·	·	2.0%	-8.9%	·	14.1%	·
COc1cc(C(=O)N2CCN(C(=O)c3cc(-c4ccc(Br)cc4)n[nH]3)CC2)cc(OC)c1OC	-11.3%	0.7	1.5%	29.0%	-9.7%	2.2%	10.7µM*	-5.5%	8.5%	12.2%	0.8%

Compound activity (PubChem BioAssay)

No enrichment for hits; any-hit rate near 15%.
